High-throughput results as filed in PubChem BioAssay.
Yfh1-off respiration: enhancers of respiration in Yfh1-depleted yeast, dose response, Friedreich's ataxia, plus single-dose screen (AID 1465); 0.074% of 220,000 active; fold induction at 50 µM; hits with a dose series show EC50 in µM; S. cerevisiae Yfh1-off respiration, WST-1 reduction, 72 h; higher fold induction means a stronger effect;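 active = fold induction of absorbance versus untreated yeast above a set limit, then at least 30% activation at any dose in follow-up; inconclusive = repeats straddling the limit, or above it without dose testing; inactive = fold induction below the set limit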;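 note: activators that raise dye reduction in frataxin-depleted yeast; strong numbers were not always called active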
GPR55 LPI antagonism: GPR55 antagonists blocking LPI-driven arrestin recruitment, primary screen, imaging, U2OS, beta-arrestin-GFP, LPI agonist (AID 2013); U2OS GPR55 beta-arrestin-GFP translocation imaging, LPI antagonism; higher % means a stronger effect; one-dose inhibition, % at 10 µM; IC50 in µM for titrated hits; 0.13% of 290,000 active;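 active = spots per cell inhibited over 60%, with over 100 cells counted and total cytoplasm intensity under 500,000; inconclusive = wells with under 100 cells, flagged as likely toxic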;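 note: U2OS cells stably carrying GPR55 and arrestin-GFP stimulated by 5 µM LPI near EC80; imaged beta-arrestin-GFP aggregate spots per cell after agonist stimulation; plate controls were LPI-stimulated DMSO wells for no effect and DMSO wells without LPI for full effect; some results filed as inactive read as strong as hits; confirmed hits need IC50 under 10 µM and bright autofluorescent wells are also inconclusive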
NS5 inhibitors: flavivirus cap methylation enzyme inhibition – biochemical, confirmation dose response, primary screen (AID 588689). inhibition, % at 25 µM; hits with a dose series show IC50 in µM. Dengue-2 NS5 methyltransferase capping enzyme assay, biochemical; higher % means a stronger effect. 0.3% of 340,000 active; in the data active = a potency from the dose series; inconclusive = inhibition above about 29% without an active follow-up result
GPR35 antagonists: GPR35 antagonists blocking zaprinast-driven arrestin recruitment, primary screen, imaging, U2OS, beta-arrestin-GFP, zaprinast agonist (AID 2058). one-dose inhibition, % at 10 µM; IC50 in µM for titrated hits. U2OS GPR35 beta-arrestin-GFP translocation imaging, zaprinast antagonism; higher % means a stronger effect. 0.052% of 290,000 active;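 active = inhibition of at least 50% with at least 30 cells and total cytoplasm GFP at most 10,000,000; inconclusive = under 30 cells or total GFP of 10,000,000 plus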
NTR1 ag: NTR1-driven beta-arrestin-GFP spot formation – imaging, U2OS cells, high content, primary screen (AID 493036). activation, % at 20 µM. 0.17% of 330,000 active. P30989. agonist mode;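 active = activation at or above 40% of the spot to cytoplasm intensity ratio, with at least 20 cells analyzed; inconclusive = wells under 20 cells, flagged as cytotoxic or low count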;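 note: 0% = DMSO without peptide and 100% = 100 nM NTR1 peptide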
Target sequence (P30989 whole entry, looked up): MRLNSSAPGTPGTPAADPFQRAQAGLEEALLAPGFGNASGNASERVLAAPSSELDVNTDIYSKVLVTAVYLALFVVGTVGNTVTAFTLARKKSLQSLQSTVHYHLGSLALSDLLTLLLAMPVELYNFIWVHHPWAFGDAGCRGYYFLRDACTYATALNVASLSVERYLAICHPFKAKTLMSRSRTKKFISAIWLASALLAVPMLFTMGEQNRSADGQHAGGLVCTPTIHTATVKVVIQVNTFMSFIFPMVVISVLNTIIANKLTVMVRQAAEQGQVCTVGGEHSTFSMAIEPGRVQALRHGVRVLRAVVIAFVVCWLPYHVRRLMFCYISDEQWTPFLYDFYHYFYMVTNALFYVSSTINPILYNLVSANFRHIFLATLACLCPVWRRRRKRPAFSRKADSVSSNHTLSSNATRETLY
Large T inhibition: TAg ATPase/helicase activity blockers – biochemical (AID 1903) | SV40 large T antigen ATPase/helicase inhibition assay; higher % means a stronger effect | one-dose inhibition, % at 20 µM; IC50 in µM for titrated hits | 0.39% of 310,000 active; in the data active = a potency from the dose series; inconclusive = inhibition mostly from about 32% at the one dose, without a potency; inactive = the rest, 99 in 100 with inhibition below about 32%; note: strong numbers were not always called active
AID2073: disruptors of CaV2.2 binding to Mint1 – biochemical, HTRF (AID 2073) | 0.19% of 290,000 active | HTRF protein-protein interaction, Mint1-CaV2.2; higher % means a stronger effect | inhibition, % at 20 µM; hits with a dose series show IC50 in µM; in the data active = inhibition mostly above about 51%, no sharp cut-off; inconclusive = no clear call, values can overlap the other calls; inactive = mostly below about 53%; note: some results filed as inactive read as strong as hits
GPR55 activation: GPR55 agonists via beta-arrestin recruitment, primary screen, imaging, U2OS cells, beta-arrestin-GFP redistribution (AID 1961) | activation, % at 10 µM, or EC50 in µM where a hit was titrated | 0.048% of 290,000 active | U2OS GPR55 beta-arrestin-GFP redistribution imaging; higher % means a stronger effect;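 active = activation above 40% with more than 50 cells counted in the well; inconclusive = wells holding fewer than 50 cells, flagged as toxic or sparse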;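 note: U2OS osteosarcoma cells stably expressing GPR55 and beta-arrestin-GFP; plate controls were DMSO negative control for no effect and LPI positive control for full effect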
Rac1 GTP hydrolysis: MgcRacGAP GTPase-activating activity inhibitors, confirmation, biochemical, ADP Hunter fluorescence; AID 624330; 0.6% of 340,000 active; inhibition, % at 30 µM; hits with a dose series show IC50 in µM; MgcRacGAP-stimulated Rac1 GTP hydrolysis, ADP Hunter fluorescence; higher % means a stronger effect; GST-tagged Rac1 F28L mutant substrate;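 active = first-screen hits whose inhibition reached a set limit at any dose in the follow-up dose series; inconclusive = inhibition above the set first-screen limit but never retested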;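 note: fluorescence reports GDP produced by GAP-driven GTP hydrolysis; strong numbers were not always called active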
NTR1 ag cell count 20 µM: recorded beside NTR1 ag, whose call it bears; cell count; measured here: cell count, cytotoxicity flag
* marks the source's active call; other numbers are inactive results; i = inactive; ? = inconclusive; . = no result given. This is a random part of the collection; about 1.7% have a hit in one of these screens.

Screens in order – Yfh1-off respiration	GPR55 LPI antagonism	NS5 inhibitors	GPR35 antagonists	NTR1 ag	NTR1 ag cell count 20 µM	Large T inhibition	AID2073	GPR55 activation	Rac1 GTP hydrolysis
- Cc1c(Cl)cnc(NC(=O)CSc2nncs2)c1Cl
 : i	13.1%	0.0%	3.1%	0.0	53	10.0%	3.3%	0.1%	8.4%
- CC1CC(C)CN(CCCNC(=O)Cc2c(C(=O)O)n(C)c3ccccc23)C1 (stereo not drawn)
 : i	-3.2%	2.0%	-3.0%	-0.9	52	6.9%	6.2%	0.4%	-2.7%
- CCc1noc(C)c1C(=O)Nc1ccc(C)c(S(=O)(=O)N2CCCCCC2)c1
 : .	.	-9.5%	.	1.6	70	23.1%	.	.	11.8%
- Cc1nn(Cc2ccc(C(=O)N/N=C/c3ccncc3)o2)c(C)c1Cl
 : .	-2.7%	0.0%	-19.0%	0.1	99	8.4%	5.7%	-0.1%	5.3%
- CS(=O)(=O)c1ccccc1C(=O)N(CCC1=CCCCC1)c1c(N)n(Cc2ccccc2)c(=O)[nH]c1=O
 : .	.	-5.1%	.	-0.2	72	21.9%	.	.	6.2%
- COc1ccccc1C(=O)NCCC(=O)N(C)CC(=O)Nc1c(Cl)cccc1Cl
 : .	.	-4.4%	.	-0.4	38	-1.8%	.	.	4.4%
- O=C(/C=C/c1cccc2ccccc12)c1ccncc1
 : i	15.8%	-47.6%	13.9%	.	.	22.3%	-8.0%	-0.1%	13.6%
- CC(C)(C)c1ccc(-n2ncc3c2CCCC3NC(=O)CN2CCCCC2=O)cc1 (stereo not drawn)
 : .	3.1%	-1.6%	6.9%	3.4	41	3.4%	6.4%	-0.1%	3.2%
- Oc1ccc(/C=N/N2CCOCC2)c(O)c1O
 : i	1.9%	45µM*	-12.1%	-1.1	67	12.7%	40.5%	0.2%	-72.4%
- CC1CCN(c2ccc(NC(=O)Cc3ccccc3)cc2)CC1
 : i	10.4%	-2.2%	-5.2%	0.3	39	1.1%	-2.2%	0.1%	6.4%
- O=C(COC(=O)/C=C/c1ccco1)NCc1ccccc1Cl
 : i	-5.9%	-5.0%	4.7%	-1.2	33	-0.5%	0.9%	-0.2%	7.4%
- O=S(=O)(NC1CCCCC1)c1ccc(F)c2ccccc12
 : i	6.6%	1.6%	-1.4%	7.0	77	16.8%	-0.8%	-0.1%	5.1%
- O=C(O)CN1C(=O)/C(=C\c2ccccc2OCc2ccc(Cl)cc2)SC1=S
 : .	7.2%	43.3µM*	0.3%	3.6	38	31.9%	-17.9%	0.0%	14.2%
- CC(=O)N1N=C(c2ccccc2)CC1c1cccc([N+](=O)[O-])c1 (stereo not drawn)
 : .	7.0%	-14.3%	-0.3%	-0.7	49	7.1%	10.5%	0.0%	0.7%
- Cc1noc(COc2ccc(OCc3nc(C)no3)cc2)n1
 : i	5.8%	-1.3%	11.3%	-0.4	65	20.7%	-4.7%	0.2%	9.8%
- C=CCOc1ccc(C2=NOC(C(=O)Nc3ccc4c(c3)OCCO4)C2)cc1 (stereo not drawn)
 : .	-4.3%	-2.6%	-0.2%	2.3	38	1.1%	-11.5%	-0.1%	2.4%
- COc1ccc(C2SCC(=O)N2CC23CC4CC(CC(C4)C2)C3)cc1 (stereo not drawn)
 : i	6.6%	-4.9%	-0.9%	11.7	45	10.8%	?	-0.2%	-1.0%
- O=C(NC(=S)N1CCOCC1)C12CCC3CC(CC(C3)C1)C2
 : i	-13.0%	-0.9%	-11.1%	1.9	94	7.4%	-16.4%	-0.2%	-4.1%
- COc1cc(OC)c2c(=O)cc(-c3ccccc3)oc2c1
 : .	-1.0%	0.0%	-0.7%	-1.1	105	10.8%	22.1%	-0.2%	7.4%
- CCOc1ccc(S(=O)(=O)N2CCC(C(=O)NCC3CCCO3)CC2)cc1Cl (stereo not drawn)
 : .	-4.5%	-3.7%	1.2%	1.0	63	-1.8%	8.7%	-0.4%	4.7%
- COc1ccc(C(=O)OCC(=O)Nc2ccc(F)cc2F)cc1OC
 : i	0.7%	3.2%	0.5%	-0.1	56	-0.3%	-5.0%	-0.1%	8.5%
- CCC(=O)Nc1cccc(-n2nnnc2SCC(=O)c2ccc(C)c(C)c2)c1
 : i	6.3%	-2.7%	1.3%	2.2	83	19.8%	7.7%	0.2%	8.0%
- O=C1CC(c2ccc(F)cc2)CC2=C1C=Nc1ccccc1N2 (stereo not drawn)
 : i	12.2%	-3.0%	8.3%	1.0	63	27.2%	6.3%	-0.1%	5.3%
- CCC(C)[C@H](NC(=O)NCCCc1ccccc1)C(=O)OC (stereo partly drawn)
 : i	7.9%	-0.8%	8.6%	-1.3	57	2.6%	-1.0%	-0.1%	-4.4%
- O=C(NCc1cccnc1)c1ccc(COc2ccc(Cl)cc2)cc1
 : i	0.2%	-2.6%	-7.2%	-1.7	77	9.0%	2.3%	-0.8%	2.1%
- CCN(CC(=O)Nc1c(F)cccc1F)C(=O)c1cccc(S(=O)(=O)N(C)c2ccccc2)c1
 : .	.	3.6%	.	0.3	65	10.3%	.	.	2.7%
- COc1nc2ccccc2cc1-c1noc(-c2cccnc2)n1
 : .	3.5%	.	5.1%	.	.	.	17.9%	0.3%	.
- Fc1ccccc1CNc1ccc(Cl)c(Cl)c1
 : i	9.5%	2.8%	1.0%	0.0	47	14.5%	-7.2%	-0.1%	0.5%
- O=C(CC(C(=O)O)c1ccc(Cl)cc1)c1ccccc1 (stereo not drawn)
 : i	15.7%	1.8%	-5.1%	-0.6	95	14.6%	-4.7%	-0.5%	9.8%
- CC1Oc2ccccc2C(=O)N(CC(=O)c2ccc3c(c2)OCCO3)C1=O (stereo not drawn)
 : .	21.4%	-1.7%	6.2%	-0.4	53	2.2%	7.2%	0.8%	5.4%
- COc1ccc(-c2noc(=O)n2Cc2ccc(F)cc2Cl)cc1
 : .	-3.0%	-4.6%	2.9%	0.0	76	0.3%	-9.0%	0.0%	7.3%
- COc1ccc(S(=O)(=O)Nc2ccc3c(c2)OCO3)cc1C
 : i	15.2%	-3.5%	5.6%	3.8	39	17.1%	-7.9%	-0.1%	1.4%
- COc1cccc(/C=N/NC(=O)c2c(C)nc3ccc(Br)cn23)c1O
 : i	5.9%	-59.1%	1.5%	1.3	94	12.8%	13.3%	-0.4%	10.3%
- O=C(Nc1cc2c(=O)n(-c3ccc(Oc4ccccc4)cc3)ccc2oc1=O)c1ccccc1
 : i	18.8%	-3.0%	4.0%	1.2	73	8.5%	32.5%	1.4%	0.5%
- Cn1c(Cn2nnc3ccccc32)nnc1SCC(=O)N1CCc2ccccc21
 : i	13.8%	-6.2%	9.4%	1.1	38	10.5%	-10.1%	-0.2%	-2.8%
- CS(=O)(=O)Oc1ccc2c(c1)O/C(=C\c1cccc([N+](=O)[O-])c1)C2=O
 : .	-3.9%	0.0%	-2.4%	4.5	86	2.2%	42.8%	0.3%	6.5%
- O=C1c2ccccc2C(=O)N1OCc1ccccc1
 : i	-3.3%	5.2%	6.0%	1.2	77	9.9%	-1.7%	-0.3%	4.3%
- COc1ccc(-c2cn(Cc3ccc(C(N)=O)cc3)c(-c3ccncc3)n2)cc1
 : .	.	-4.8%	.	-1.8	83	6.2%	.	.	8.1%
- Cc1cccc(C(=O)NNc2ncnc3c2cnn3C)c1
 : i	6.2%	-4.4%	-3.6%	-0.6	54	11.9%	3.8%	-0.6%	2.7%
- N/C(CCS(=O)(=O)c1ccc(Cl)cc1)=N\OC(=O)c1ccccc1C(F)(F)F
 : i	-4.8%	0.0%	-0.3%	1.2	50	11.8%	-1.0%	0.9%	2.8%
- COc1ccccc1NC(=O)c1cc2c(CO)cnc(C)c2oc1=Nc1cc(OC)c(OC)c(OC)c1
 : .	-2.5%	4.6%	0.3%	-1.0	53	0.3%	35.2%	-0.1%	-8.3%
- COc1ccc(NC(=O)CCN2C(=O)C3C4CCC(C4)C3C2=O)cc1 (stereo not drawn)
 : i	0.4%	0.7%	-3.1%	3.6	65	-5.3%	0.7%	-0.2%	4.6%
- CCCSC1C(C)=C(C)C(=O)N1Cc1ccccc1 (stereo not drawn)
 : .	-17.4%	-8.2%	15.5%	-1.1	58	-0.1%	6.9%	-0.3%	6.7%
- CCc1ccc(CN(C)C(=O)c2cc(COc3ccc(-n4cncn4)cc3)on2)cc1
 : .	14.8%	-7.1%	-8.8%	1.7	65	21.9%	-13.6%	-0.2%	10.1%
- CC1(C)NC(=O)N(CC(=O)OCC(=O)NC(=O)c2ccccc2)C1=O
 : .	.	5.0%	.	0.4	65	7.9%	.	.	5.9%
- Cc1cc(N/N=C/c2ccc(O)cc2O)nc(-c2ccccc2O)n1
 : i	7.7%	-0.6%	10.3%	.	.	3.5%	23.9%	-0.6%	9.6%
- COC(=O)c1c(NC(=O)c2cccnc2)sc(C)c1C
 : i	-8.2%	-9.5%	9.1%	-0.7	60	2.9%	6.1%	-0.1%	7.2%
- COc1cc2c(cc1OC)C(c1ccccc1)N(C(=O)C(C)(C)C)CC2 (stereo not drawn)
 : .	-0.8%	-9.4%	-7.9%	1.9	86	.	8.0%	-0.1%	5.2%
- COc1cc(SC)ccc1C(=O)NCCc1c[nH]c2ccccc12
 : .	1.6%	1.9%	1.6%	1.9	55	8.9%	2.9%	0.2%	6.5%
- Cc1ccc(/C=N/NC(=O)c2cccc(NC(=O)c3ccccc3Cl)c2)o1
 : .	-0.4%	-4.0%	7.1%	-1.7	66	18.5%	-13.2%	0.7%	11.6%
- Cc1cccc(C)c1NC(=O)CSc1cc(C(=O)c2nccn2C)c2ccccc2n1
 : i	-3.2%	2.5%	-2.9%	2.7	50	1.6%	2.2%	0.2%	2.4%
- Cc1onc(-c2c(Cl)cccc2Cl)c1C(=O)N=C(N)N1CCCC1
 : i	-2.4%	-0.8%	-2.4%	1.1	48	5.1%	-12.0%	-0.2%	11.7%
- COc1ccc(CNC(=O)COC(=O)/C=C/c2cccs2)cc1
 : i	6.5%	-4.4%	-3.4%	0.4	43	4.9%	-1.0%	-0.2%	4.4%
- CCCOc1ccc(CSc2ncn[nH]2)cc1
 : .	5.4%	-11.7%	-0.8%	0.3	49	4.6%	-8.0%	-0.2%	-2.9%
- CCOc1ccc(NC(=O)CN(C)C(=O)c2c(-c3ccccc3Cl)noc2C)cc1OCC
 : .	.	-4.3%	.	0.5	71	21.6%	.	.	8.3%
